HDAC3 inhib: inhibitors of human histone deacetylase 3; AID 2718; actives 0.15% (n = 320,000); inhibition, % at 8.3 µM; O15379; recombinant HDAC3, fluorogenic peptide/trypsin coupled, fluorescence; in the data active = inhibition above about 26%, passing the limit was not always enough; inconclusive = no clear call, values can overlap the other calls
Target sequence (O15379 whole entry, looked up): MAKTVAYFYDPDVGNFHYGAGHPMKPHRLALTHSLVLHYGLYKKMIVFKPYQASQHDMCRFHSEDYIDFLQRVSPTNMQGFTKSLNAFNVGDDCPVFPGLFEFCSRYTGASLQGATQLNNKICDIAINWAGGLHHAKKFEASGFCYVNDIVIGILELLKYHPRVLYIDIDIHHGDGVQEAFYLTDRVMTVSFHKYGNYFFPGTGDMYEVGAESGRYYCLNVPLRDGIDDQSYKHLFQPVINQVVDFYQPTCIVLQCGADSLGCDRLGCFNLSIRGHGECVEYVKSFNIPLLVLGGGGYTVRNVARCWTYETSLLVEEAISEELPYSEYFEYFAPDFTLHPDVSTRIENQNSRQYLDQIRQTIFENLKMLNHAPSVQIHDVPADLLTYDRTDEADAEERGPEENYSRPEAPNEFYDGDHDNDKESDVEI
KLF5 inh: suppresses KLF5 promoter-driven expression; actives 0.23% (n = 290,000); inhibition, % at 5 µM; DLD-1 KLF5 promoter-luciferase reporter, luminescence;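 active = inhibition above a per-plate limit of that plate's mean compound inhibition plus 3 SD, cut at about 60% in these data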;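 note: 0% = DMSO wells and 100% = LY294002 at 200 µM; higher means less KLF5 promoter-driven luciferase light; inactives centre near -14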
HSF-1 act: increases HSF-1 driven luciferase reporter signal. NIH3T3-HGL HSF-1 luciferase reporter, MG132, 8 h; 100% = twice DMSO control signal. activation, % at 9 µM. actives 1.7% (n = 300,000);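 active = mean replicate activation of at least 50% with a set share of replicates each reaching 50%; inconclusive = only one of those two conditions met; inactive = mean below 50% and too few replicates reaching it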;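 note: 0% = median of the neutral control wells and 100% = twice that signal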
aSyn 5UTR inh: 5' untranslated region of α-synuclein, MLPCN primary screen; AID 1813; alpha-synuclein 5'UTR reporter, inhibitor activity; inhibition, % (tested at 7.5 µM); actives 0.82% (n = 300,000); in the data active = inhibition above about 60%; inconclusive = no clear call, values can overlap the other calls;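 note: H4 neuroglioblastoma cells stably carrying SNCA 5'UTR luciferase fusion; 0% = DMSO wells and 100% = positive control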
HSP90 inh: inhibitors of HSP90 luciferase refolding in rabbit reticulocyte lysate. actives 0.91% (n = 290,000). inhibition, % at 5.6 µM. AID 1789. luciferase refolding luminescence, 3 h;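 active = inhibition above the screen-wide mean plus 3 SD, computed separately per campaign, cut at about 16% in these data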;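 note: 0% = DMSO wells and 100% = 60 µM geldanamycin wells; inhibitors lower the luminescence because luciferase stays unfolded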
IEC-6 tox: kills IEC-6 intestinal cells in KLF5 counter-screen; IEC-6 cytotoxicity, luminescence viability; actives 0.78% (n = 290,000); inhibition, % at 5 µM; AID 1825; in the data active = inhibition above about 22%;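 note: 0% = plate median of test compound wells and 100% = cytotoxic reference compound wells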
Platelet DG rel: modulates dense granule release in human platelets. inhibition, %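 (compounds screened at 7.5 µM in platelet-rich plasma)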. human platelet-rich plasma, SFLLRN dense granule ATP release, luminescence. actives 0.22% (n = 300,000);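 active = mean replicate score, as percent of positive control, at or above 50; inconclusive = mean below 50 but at least one replicate at or above 50; inactive = mean and every replicate below 50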
HIF act: HIF pathway transcriptional activation | U2OS HRE-luciferase reporter, luminescence; normalized: DMSO 0%, desferrioxamine 100% | activation, % at 7.5 µM (by protocol) | actives 0.32% (n = 300,000) | AID 1910;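 active = mean activation of at least 10% of the iron chelator positive control signal, with at least half of replicates also reaching 10%; inconclusive = mean and replicate majority disagree about reaching 10%; inactive = mean and most replicates under 10%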
HSF1 inhib: HSF1 inhibition; NIH3T3-HGL HSE-luciferase, MG132-induced, luminescence 8 h; hits give low values; activity change, negative = inhibition, % at 7.5 µM (by protocol); AID 2098; actives 0.77% (n = 300,000);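 active = more than half of replicate wells show activity change below -50%, luminescence cut by over half; inconclusive = some wells, but at most half, below -50%; inactive = no replicate well below -50%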;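 note: luciferase reports HSF-1 transcriptional activity via heat shock element; 0% = median of DMSO wells and -100% = zero luminescence signal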
AI-2 QS mod: modulators of Vibrio harveyi AI-2 quorum sensing system; actives 0.4% (n = 300,000); Vibrio harveyi JMH597 AI-2 luminescence/OD600 ratio, 9 h; hits give low values; strain lacks LuxN and CqsS sensors; 0 = neutral-control median; activity change, % at 7.5 µM; in the data active = activity change below about -75%, passing the limit was not always enough; inconclusive = no clear call, values can overlap the other calls;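 note: luminescence divided by OD600 gain over 9 h not by final OD600 alone; inactives centre near 13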
* hit, by the source's call; ? = inconclusive; / = not tested or not shown. Rows were taken by chance; 5% or so of the library scored in one or more.

SMILES	HDAC3 inhib	KLF5 inh	HSF-1 act	aSyn 5UTR inh	HSP90 inh	IEC-6 tox	Platelet DG rel	HIF act	HSF1 inhib	AI-2 QS mod
NS(=O)(=O)c1ccc(NC(=O)CSc2nc3c(c(=O)[nH]2)CCCC3)cc1	4	-23	1	-21	-1	-5	-1	0.2	-3	22
O=C(COC(=O)[C@H](Cc1ccccc1)NC(=O)c1ccco1)NC(c1ccccc1)c1ccccc1	-7	-19	-28	5	10	2	0	0.1	-18	-1
CCCCCC(C)NC(=S)NC(=O)c1cc(S(=O)(=O)N2CCOCC2)ccc1C (stereo not drawn)	13	-2	4	66*	2	4	18	-1.2	5	39
Cc1ccccc1NC(=O)C12CC3CCC1(C)C3(C)CO2 (stereo not drawn)	0	-1	14	0	1	1	-6	0.1	0	18
Cc1ccc(Nc2nc(C)c3c(n2)CC(C)CC3=O)c(C)c1 (stereo not drawn)	-7	-5	-4	3	2	1	-1	0.3	-6	24
OC1CCCN(CC(O)COC(c2ccccc2)c2ccccc2)C1 (stereo not drawn)	3	7	-12	3	1	-2	1	-0.1	-3	15
COc1cc(C2C3=C(CCCC3=O)Nc3[nH]n(-c4ccccc4)c(=O)c32)ccc1OC(C)=O (stereo not drawn)	13	-15	20	-1	2	8	-2	-0.3	-4	14
COc1ccccc1C(=O)Nc1ccc(S(=O)(=O)N2CCCC2)cc1	-3	-36	3	8	3	1	-5	-0.1	2	-3
COC(=O)c1ccc2nc(NC(=O)C(C)(C)C)sc2c1	5	-41	-66	?	67*	-6	-2	-1.0	-55*	17
CCC(=O)N(Cc1cc2cc(C)c(C)cc2[nH]c1=O)C1CCCCC1	6	-5	18	13	0	1	-2	-0.2	12	13
CCOC(=O)N1CCC(N2Cc3cccc(C(=O)NCc4ccc(C)cc4)c3C2=O)CC1	-3	-16	-6	19	-3	1	-1	-0.1	4	20
CCCOc1ccc2c(c1)C(=NN=C(N)N)c1cc(OCCC)ccc1-2	-7	-38	15	-46	0	2	7	-1.2	5	32
C/C(=N\NC(=O)c1ccccc1O)c1cccs1	4	-85	30	42	23*	-6	-5	-3.6	5	12
CCCCc1cc(C(=O)Cc2ccccn2)c(O)cc1O	9	-10	3	-15	6	8	3	0.8	10	11
COc1ccc(C2C(C(=O)O)CC(=O)N2C2CCCCC2)cc1 (stereo not drawn)	-4	6	-6	-2	0	-2	-10	-0.1	-6	7
O=C(CSCc1ccc(Cl)cc1)N1CCOCC1	-7	-5	-7	-49	-5	4	1	0.5	-4	-28
O=c1nc(-c2ccccc2)nc(-c2ccccc2)[nH]1	-1	6	11	-1	-1	4	3	-0.3	-6	28
CC(C)N1C(=O)CCC1C(=O)NCc1ccco1 (stereo not drawn)	-4	-5	-1	-13	-3	-5	-5	-0.1	0	18
COC(=O)C1CSC(c2ccc(Cl)cc2)N1C(=O)c1ccccc1 (stereo not drawn)	9	5	-13	-2	-4	1	-1	1.4	-1	25
CC(C)CC(=O)NCCNC(=O)c1cc(OCC(F)(F)F)ccc1OCC(F)(F)F	5	-28	-4	13	5	1	-18	-0.1	-5	6
O=C(NCc1ccccc1)c1cccc(Br)n1	-6	-31	-45	-4	-1	-3	-6	0.8	-29	13
COc1ccc(C2=[N+](C)CCn3cccc32)c(OC)c1	12	-4	-10	-6	7	7	6	-0.2	-13	11
COc1ccc(OCc2nnc(SCC(=O)Nc3cccc(Cl)c3)o2)cc1	-1	6	-9	6	4	4	0	0.6	-1	35
CC(C)NC(=O)NC(=O)CSc1nnc(COc2ccccc2Cl)o1	1	-3	25	37	1	-1	4	-0.1	10	5
Cn1c(=O)n(CC(=O)NCC2CCCO2)c(=O)c2c3c(sc21)CCCC3 (stereo not drawn)	1	-17	-24	-1	-4	0	-3	0.2	-2	-3
C/C(=N\Nc1nc(C)cc(-c2ccccc2)n1)c1ccc(F)cc1	-1	-10	-1	-25	4	11	1	-0.4	-10	0
O=C(/C=C/c1cccs1)Nc1sc2c(c1C(=O)O)CCCC2	12	-4	0	-11	-1	3	9	0.2	-1	12
Cc1cc(N=Cc2cc(Cl)ccc2O)no1	3	-18	-23	-18	2	3	7	0.0	-4	11
Nc1nonc1C(=O)NCCNS(=O)(=O)c1ccc(Br)cc1	3	-22	-2	10	1	-4	0	0.0	-4	28
c1ccc(CN=C2Nc3ccccc3CS2)nc1	-5	-69	58*	-111	4	-1	7	1.3	22	-1
Cn1c(N)c(S(=O)(=O)c2ccc(Br)cc2)c2nc3ccccc3nc21	-6	-20	21	-4	2	12	-12	-0.4	10	25
O=C(NC(NNc1ccc([N+](=O)[O-])cc1)(C(F)(F)F)C(F)(F)F)c1ccc(F)cc1	12	-6	1	-16	0	0	-9	1.7	-15	9
COc1cc2c(cc1OC)C(CSc1ccccc1C(=O)O)=NC(C)(C)C2	-1	-25	-15	39	4	0	2	-0.2	0	7
CCC(CC)NC(=O)c1ccccc1Oc1ccccc1	10	-16	11	15	4	-1	2	0.3	0	30
O=C(c1ccco1)N(Cc1ccccc1)Cc1ccccn1	6	-22	4	13	-5	6	4	0.4	-3	14
O=C(CSc1nnc(-c2ccc(F)cc2)c2ccccc12)Nc1ccccc1Cl	0	-12	27	2	2	6	7	0.5	9	11
CCOc1ccc(NC(=O)N(Cc2ccc(C)cc2)Cc2ccccn2)cc1	5	-1	20	3	-2	-5	10	-1.8	0	14
CC(C)CN(CCC(=O)O)CC(C)C	-2	-31	-3	5	-2	0	8	0.6	-3	26
COc1ccc(OC)c(CN2CCN(C(=O)c3cc4ccccc4cc3O)CC2)c1	7	-13	3	14	1	-3	-19	-0.4	3	-13
O=C(CCS(=O)(=O)c1ccccc1)N1CCCc2ccccc21	4	-59	-2	-11	-6	-4	1	1.0	1	14
COc1ccc(NC2=C3CCCC=C3N(c3ccc(OC)cc3)C2=O)cc1	-3	-23	2	-41	4	1	-3	0.2	-6	-7
S=c1[nH]nc(COc2ccc(Cl)cc2)n1Cc1ccco1	1	8	31	-19	3	4	-3	0.6	1	23
Cc1cc(C)c(NC(=O)COc2ccccc2C(=O)Nc2ccc3c(c2)oc2ccccc23)c(C)c1	-15	-16	-24	-10	1	3	0	0.4	-9	27
CCOC(=O)NC(NC(=S)Nc1ccc(OC)cc1)C(Cl)(Cl)Cl (stereo not drawn)	-2	-8	5	3	1	0	2	-0.2	-11	13
CC(C)OC(=O)CSc1nnc(-c2cccnc2)n1Cc1ccccc1	-4	18	9	5	2	5	3	1.2	-3	12
Cc1cc(C(=O)Nc2ccccc2C(=O)O)ccc1NC(=O)COc1cccc(C)c1C	-1	-10	6	17	4	-3	6	-0.9	1	-3
COc1ccc(/C=C(/NC(=O)c2ccc(C)cc2)C(=O)NCc2ccncc2)cc1	3	-57	30	-14	5	0	-6	-0.8	6	-2
Cn1cc(CC(=O)N2CCN(c3ccc(Cl)cc3)CC2)c2ccccc21	-7	-9	28	36	-1	-6	11	42*	5	49
CCC(COC)NC(=O)c1ccc(OC)c(OC2CCN(C(C)=O)CC2)c1 (stereo not drawn)	-5	-33	5	-2	0	-5	-4	-2.0	-6	17
Cc1ccc(S(=O)(=O)Nc2cc(C(=O)Nc3cc(C)cc(C)c3)ccc2Cl)cc1	2	-22	-2	-17	2	-1	-5	0.0	-4	31

The list goes on:
SMILES	HDAC3 inhib	KLF5 inh	HSF-1 act	aSyn 5UTR inh	HSP90 inh	IEC-6 tox	Platelet DG rel	HIF act	HSF1 inhib	AI-2 QS mod
COCCCN1C(=O)C2C(C(=O)Nc3cc(C)cc(C)c3)C3C=CC2(O3)C1C(=O)NC1CCCCC1 (stereo not drawn)	1	-4	5	-2	-1	-8	11	-0.1	-7	/
CC(=O)c1sc(NC(=O)CCS(=O)(=O)c2ccc(Cl)cc2)nc1C	0	/	35	3	/	/	-2	1.0	17	6
CC(C)CCC(CCN1CCCC1)c1ccc2c(c1)OCO2 (stereo not drawn)	-6	-14	-15	-12	1	4	1	-0.7	-6	-9
CCCN1CCN(C(=O)CCCNC(=O)Cn2cnc3sc(C)c(C)c3c2=O)CC1	-2	1	3	-28	2	0	-2	-10	0	3
CCOC(=O)c1cnc2c(C)cc(Cl)cc2c1NCCCN1CCOCC1	-4	-19	25	9	6	3	-2	-0.3	11	-13
Cc1[nH]c(=O)[nH]c(=O)c1N(C)C	2	-22	36	4	3	10	9	-0.3	-5	8
Cc1cc(N2CCCCC2)nc2ccccc12	-7	8	-4	-50	2	8	14	0.7	5	48
C/C(=N\NC(=O)COc1ccc(C#N)cc1)c1ccccc1OC(F)F	3	-23	2	5	1	-4	-9	/	1	-8
Cc1ccc2c(ccn3cc4c(c(=O)n(C)c(=O)n4C)c23)c1	-7	9	8	30	-1	9	1	0.3	11	26
O=C(NNC(=O)c1ccc(Cl)s1)c1csc(N2CCOCC2)n1	11	/	8	15	/	/	-1	-1.7	-5	-11
O=C(NCCN1CCOCC1)c1ccc(NS(=O)(=O)c2cccc([N+](=O)[O-])c2)cc1	/	/	11	0	/	/	-19	0.3	-7	11
Clc1ccccc1Cn1nc(-c2ccccc2)nc1-c1ccccc1	-5	-14	24	16	1	-1	19	0.2	22	38
Cc1cc(C)nc(NC(=O)c2ccc([N+](=O)[O-])c(C)c2)n1	-1	-29	4	-14	1	5	-4	-0.4	-4	8
O=C(NC1CC2CCC(C1)N2Cc1ccco1)c1ccccc1 (stereo not drawn)	-6	7	-7	-14	1	-6	5	-0.1	3	15
COCCn1nnnc1C(c1ccccc1OC)N1CCN(c2ccccc2F)CC1 (stereo not drawn)	-7	-6	3	9	-1	0	1	2.5	-5	9
COc1ccc(-c2nc(Cn3c(SCc4ccc(C)cc4)nc4ccncc43)c(C)o2)cc1OC	-1	-23	24	-59	1	1	20	2.2	36	1
CCCCn1c(N)c(N(CC)C(=O)c2cc(Br)ccc2Cl)c(=O)[nH]c1=O	-3	-17	-15	4	2	0	3	-0.5	-5	17
CC(Oc1ccccc1)C(=O)Nc1cccc(NC(=O)c2ccco2)c1 (stereo not drawn)	8	-1	17	7	5	5	1	0.1	10	12
COc1ccc(/C=N/NC(=O)Cn2nnc3ccccc32)cc1OC	0	1	2	33	2	-8	-5	-0.4	-12	-92*
COc1cnc(SCC(=O)O)[nH]c1=O	-6	-30	1	20	-2	-2	12	0.7	-1	15
O=C(/C(=C/O)N=Nc1ccccc1)c1ccncc1	8	-17	25	2	-1	-2	-2	0.2	14	11
CCOC(=O)C1CCN(C(c2cc3ccc(C)c(C)c3[nH]c2=O)c2nnnn2C2CCCCC2)CC1 (stereo not drawn)	5	-18	15	-2	0	6	14	0.2	3	14
O=C(COc1ccccc1C(=O)Nc1ccccc1)c1ccc(F)cc1	-12	0	13	24	3	-5	-5	0.3	6	9
